# TcdB GH inh: inhibitors of Clostridioides difficile toxin B glycohydrolase; P18177; TcdB glycohydrolase enzymatic assay, plate reader; inhibition, % at 9.99 µM; 0.24% of 350,000 active; AID 652162; in the data active means inhibition above about 10%
# Target sequence (P18177 whole entry, looked up): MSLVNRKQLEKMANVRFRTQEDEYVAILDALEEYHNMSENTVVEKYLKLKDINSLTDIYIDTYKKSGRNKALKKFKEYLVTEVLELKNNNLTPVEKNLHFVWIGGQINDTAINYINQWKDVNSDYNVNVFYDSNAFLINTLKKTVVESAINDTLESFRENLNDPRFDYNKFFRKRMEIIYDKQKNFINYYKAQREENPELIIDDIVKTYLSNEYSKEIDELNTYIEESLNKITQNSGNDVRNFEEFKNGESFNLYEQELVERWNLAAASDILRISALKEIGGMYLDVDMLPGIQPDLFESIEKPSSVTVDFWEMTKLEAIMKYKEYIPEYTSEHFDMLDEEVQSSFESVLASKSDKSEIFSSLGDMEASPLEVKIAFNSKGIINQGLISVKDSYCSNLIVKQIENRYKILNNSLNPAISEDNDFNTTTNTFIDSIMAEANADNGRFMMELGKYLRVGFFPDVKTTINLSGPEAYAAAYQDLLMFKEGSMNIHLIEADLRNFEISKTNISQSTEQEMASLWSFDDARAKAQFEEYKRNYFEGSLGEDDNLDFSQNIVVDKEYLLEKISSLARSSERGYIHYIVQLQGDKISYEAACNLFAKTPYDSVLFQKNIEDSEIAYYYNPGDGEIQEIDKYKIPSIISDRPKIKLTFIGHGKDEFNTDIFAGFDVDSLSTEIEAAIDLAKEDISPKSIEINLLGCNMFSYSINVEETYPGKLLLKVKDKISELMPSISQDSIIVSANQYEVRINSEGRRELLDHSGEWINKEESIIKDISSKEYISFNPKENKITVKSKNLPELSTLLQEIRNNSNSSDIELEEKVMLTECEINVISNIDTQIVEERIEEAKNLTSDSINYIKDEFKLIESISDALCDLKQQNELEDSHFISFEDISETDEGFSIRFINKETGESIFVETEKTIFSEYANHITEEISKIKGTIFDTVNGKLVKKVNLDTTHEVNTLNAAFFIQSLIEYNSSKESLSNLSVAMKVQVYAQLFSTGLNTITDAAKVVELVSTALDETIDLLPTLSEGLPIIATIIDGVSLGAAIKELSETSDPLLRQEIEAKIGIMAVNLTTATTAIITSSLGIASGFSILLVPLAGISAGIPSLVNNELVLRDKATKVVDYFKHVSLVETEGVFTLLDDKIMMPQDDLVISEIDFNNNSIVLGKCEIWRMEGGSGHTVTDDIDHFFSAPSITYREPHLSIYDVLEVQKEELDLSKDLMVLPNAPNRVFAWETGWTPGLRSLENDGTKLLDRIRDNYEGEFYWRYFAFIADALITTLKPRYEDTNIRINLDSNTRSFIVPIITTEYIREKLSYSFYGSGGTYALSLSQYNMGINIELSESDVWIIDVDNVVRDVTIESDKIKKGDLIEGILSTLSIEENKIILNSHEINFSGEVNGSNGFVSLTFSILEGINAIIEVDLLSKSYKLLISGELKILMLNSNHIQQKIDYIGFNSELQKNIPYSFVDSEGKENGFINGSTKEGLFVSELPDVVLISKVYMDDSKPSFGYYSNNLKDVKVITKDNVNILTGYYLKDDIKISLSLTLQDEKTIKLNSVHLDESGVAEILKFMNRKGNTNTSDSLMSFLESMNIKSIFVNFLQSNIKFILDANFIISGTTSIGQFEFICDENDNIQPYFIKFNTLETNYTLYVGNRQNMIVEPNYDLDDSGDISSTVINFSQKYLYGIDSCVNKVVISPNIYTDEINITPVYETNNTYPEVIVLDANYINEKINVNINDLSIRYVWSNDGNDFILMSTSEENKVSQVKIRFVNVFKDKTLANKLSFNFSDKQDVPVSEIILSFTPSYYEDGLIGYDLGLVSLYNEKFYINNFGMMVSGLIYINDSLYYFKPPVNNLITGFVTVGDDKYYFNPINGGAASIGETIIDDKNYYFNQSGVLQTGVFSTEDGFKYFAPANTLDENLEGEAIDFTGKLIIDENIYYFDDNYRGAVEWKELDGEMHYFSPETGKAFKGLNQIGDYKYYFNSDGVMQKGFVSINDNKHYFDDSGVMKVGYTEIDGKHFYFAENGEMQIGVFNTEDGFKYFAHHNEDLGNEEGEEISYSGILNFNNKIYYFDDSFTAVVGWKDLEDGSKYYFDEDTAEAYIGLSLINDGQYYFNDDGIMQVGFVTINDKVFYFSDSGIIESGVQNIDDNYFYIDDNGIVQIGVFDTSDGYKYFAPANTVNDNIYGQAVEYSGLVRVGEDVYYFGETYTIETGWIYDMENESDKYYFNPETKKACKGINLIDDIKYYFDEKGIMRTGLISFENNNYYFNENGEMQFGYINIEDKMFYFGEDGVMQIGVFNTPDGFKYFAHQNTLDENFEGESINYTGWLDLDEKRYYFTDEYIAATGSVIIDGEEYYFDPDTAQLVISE
# * marks the source's active call; other numbers are inactive results; & = joins results of further samples. An excerpt. The share of hits here may be higher or lower than overall.
SMILES,TcdB GH inh
CN(C)CC(=O)Nc1ccc2c(c1)[C@@H]1C[C@@H](CC(=O)NC3CCCCC3)O[C@H](CO)[C@@H]1O2,-0.8
CCC(=O)N1C[C@@H]2[C@H](c3ccccc31)[C@H](CO)N2C(=O)Nc1ccccc1,1.0
COc1ccc(S(=O)(=O)N(C)C[C@@H]2OCCCC[C@H](C)Oc3ccc(NC(=O)CCC(F)(F)F)cc3C(=O)N([C@@H](C)CO)C[C@@H]2C)cc1,-1.1
COc1ccc(S(=O)(=O)Nc2cccc3c2O[C@@H](CN(C)S(=O)(=O)c2c(C)noc2C)[C@H](C)CN([C@H](C)CO)C3=O)cc1,-0.4
COc1ccc(CN(C)C[C@H]2Oc3c(NC(=O)Nc4ccc(F)cc4)cccc3C(=O)N([C@H](C)CO)C[C@H]2C)cc1,0.1
NCC[C@@H]1CC[C@H](NC(=O)Nc2ccc(F)cc2)[C@H](CO)O1,1.6
Cc1ccc(-c2cnc3c(c2)C(=O)N([C@@H](C)CO)C[C@@H](C)[C@H](CN(C)CC2CCOCC2)O3)cc1,0.1
CCCC#Cc1cnc2c(c1)C(=O)N([C@@H](C)CO)C[C@@H](C)[C@H](CN(C)Cc1ccccc1)O2,0.3
O=C(NCC[C@@H]1CC[C@H](NC(=O)c2ccccc2F)[C@H](CO)O1)c1ccc2c(c1)OCO2,1.7
C[C@H](CO)N1C[C@H](C)[C@H](CN(C)C(=O)c2ccc(F)cc2)Oc2ncc(-c3ccc(F)cc3)cc2C1=O,1.1
COc1ccc(CN(C)C[C@@H]2Oc3ccc(NS(=O)(=O)c4cccs4)cc3C(=O)N([C@H](C)CO)C[C@@H]2C)cc1,0.1
N#Cc1ccc(-c2ccc(C3[C@@H]4CN(C(=O)c5ccc6c(c5)OCO6)C[C@H]3N4)cc2)cc1 (some centres undefined),-2.4&0.3
C[C@H](CO)N1C[C@H](C)[C@@H](CN(C)C(=O)C2CCCCC2)Oc2cc(C#C[C@@H](C)O)ccc2S1(=O)=O,-0.7
C[C@@H]1CCCCO[C@@H](CN(C)Cc2ccccc2)[C@H](C)CN([C@H](C)CO)C(=O)c2cc(NC(=O)NC3CCCCC3)ccc2O1,-0.1
CC=Cc1ccc2n(c1=O)C[C@@H]1[C@@H](CO)[C@H](C(=O)NCCC)[C@H]2N1CC1CC1 (mixture of isomers),0.6
COc1ccc(-c2ccc([C@@H]3[C@@H](C#N)N(C(=O)c4cccnc4)[C@H]3CO)cc2)cc1,0.8
C[C@@H]1CCCCO[C@H](CN(C)C(=O)C2CCCCC2)[C@H](C)CN([C@@H](C)CO)C(=O)c2cc(N(C)C)ccc2O1,-18
C[C@H]1CN([C@@H](C)CO)S(=O)(=O)c2ccc(C#Cc3ccncc3)cc2O[C@@H]1CN(C)C(=O)Nc1ccc2c(c1)OCO2,2.0
CN(C)C(=O)C[C@@H]1CC[C@H]2[C@@H](COC[C@H](O)CN2CC2CCCC2)O1,-9.1
C[C@H](CO)N1C[C@H](C)[C@H](CN(C)Cc2ccc(C(=O)O)cc2)Oc2ccc(NC(=O)C3CC3)cc2CC1=O,-0.3
COCC(=O)N(C)C[C@H]1Oc2cc(-c3ccc(C#N)cc3)ccc2S(=O)(=O)N([C@@H](C)CO)C[C@@H]1C,0.6
CCCNC(=O)C[C@H]1C[C@@H]2c3cc(NC(=O)Nc4ccc(OC)cc4)ccc3O[C@@H]2[C@H](CO)O1,-2.1
CO[C@H]1CN(C)C(=O)c2cc(NC(=O)c3ccccc3)ccc2OC[C@@H](C)N(C(=O)CN(C)C)C[C@H]1C,1.0
CC(C)(O)C#Cc1ccc([C@@H]2[C@@H](CO)N3CCCCN(C(=O)c4cccnc4)C[C@H]23)cc1,0.2
CCNC(=O)[C@H]1[C@H](CO)[C@H]2Cn3c(ccc(C4=CCCCC4)c3=O)[C@@H]1N2Cc1ccncc1,0.4
C[C@H]1CN([C@@H](C)CO)C(=O)CCCn2cc(nn2)CO[C@@H]1CN(C)CC1CCCCC1,0.0
CC(=O)N(C)C[C@H]1Oc2cc(C#Cc3cccc(F)c3)ccc2S(=O)(=O)N([C@@H](C)CO)C[C@H]1C,-0.1
CC(C)NC(=O)Nc1ccc2c(c1)CC(=O)N([C@H](C)CO)C[C@H](C)[C@H](CN(C)C(=O)Nc1ccc(C(F)(F)F)cc1)O2,1.4
O=C(C[C@@H]1C[C@@H]2c3cc(NS(=O)(=O)c4ccc(F)cc4)ccc3O[C@@H]2[C@@H](CO)O1)NC1CCCC1,0.7
CC(C)NC(=O)Nc1cccc2c1O[C@H](CN(C)Cc1ccc(C(=O)Nc3ccccc3N)cc1)[C@H](C)CN([C@@H](C)CO)C2=O,0.0
O=C(c1ccccn1)N1CC[C@@H]2[C@H](CO)Nc3ccc(Br)cc3[C@@H]21,1.4
C[C@H](CO)N1C[C@H](C)[C@@H](CN(C)S(=O)(=O)c2ccccc2)Oc2cc(Br)ccc2S1(=O)=O,1.7
COCC#Cc1ccc2c(c1)O[C@H](CN(C)C)[C@@H](C)CN([C@H](C)CO)S2(=O)=O,0.6
CC(C)NC(=O)Nc1ccc2c(c1)C(=O)N(C)[C@H]1CC[C@H](CC(=O)Nc3ccccc3)O[C@H]1CO2,0.3
CO[C@H]1CN(C)C(=O)c2ccc(NC(=O)c3ccccc3)cc2OC[C@H](C)NC[C@@H]1C,0.0
C[C@@H]1CN([C@@H](C)CO)C(=O)c2cc(N(C)C)ccc2O[C@@H](C)CCCCO[C@H]1CN(C)C(=O)CCC(F)(F)F,-7.6
C[C@H](CO)N1C[C@H](C)[C@@H](CN(C)CC2CC2)OCCCC[C@H](C)Oc2ccc(NC(=O)Nc3ccccc3)cc2C1=O,0.6
CCC(=O)N(C)C[C@@H]1Oc2cc(-c3ccc(C)cc3)ccc2S(=O)(=O)N([C@@H](C)CO)C[C@H]1C,1.8
COc1ccc(S(=O)(=O)Nc2ccc3c(c2)C(=O)N([C@@H](C)CO)C[C@H](C)[C@@H](CN(C)S(=O)(=O)c2ccccc2)OCCCC[C@H](C)O3)cc1,0.1
Cc1noc(C)c1NC(=O)N(C)C[C@H]1OCCCC[C@H](C)Oc2ccc(NS(=O)(=O)c3c(C)noc3C)cc2C(=O)N([C@@H](C)CO)C[C@@H]1C,0.7

# Three compounds already listed, sorted by molar mass, smallest number first.
SMILES,TcdB GH inh
O=C(c1ccccn1)N1CC[C@@H]2[C@H](CO)Nc3ccc(Br)cc3[C@@H]21,1.4
CC(C)NC(=O)Nc1ccc2c(c1)C(=O)N(C)[C@H]1CC[C@H](CC(=O)Nc3ccccc3)O[C@H]1CO2,0.3
O=C(C[C@@H]1C[C@@H]2c3cc(NS(=O)(=O)c4ccc(F)cc4)ccc3O[C@@H]2[C@@H](CO)O1)NC1CCCC1,0.7

# Following part
SMILES,TcdB GH inh
C[C@H](CO)N1C[C@H](C)[C@H](CN(C)C)Oc2c(NC(=O)Nc3ccccc3)cccc2C1=O,0.3
COCc1cn(CC[C@H]2CC[C@H](NC(=O)Nc3ccc(C(F)(F)F)cc3)[C@H](CO)O2)nn1,0.6
CCCNC(=O)N[C@H]1CC[C@H](CC(=O)N2CCN(C)CC2)O[C@H]1CO,0.2
COc1ccc2c3c([nH]c2c1)[C@H](CO)N(C(=O)C1CCC1)CC31CCN(Cc2nccs2)CC1,-0.2
COc1ccc2c3c([nH]c2c1)[C@@H](CO)N(C(=O)CN1CCOCC1)CC31CCN(Cc2ccccc2)CC1,-3.1
O=C(c1ccccc1F)N1CC(=O)N2[C@H](C1)[C@H](c1ccc(C#Cc3ccc(F)cc3)cc1)[C@@H]2CO,0.4
CCN1[C@@H]2c3ccc(-c4ccccc4)c(=O)n3C[C@H]1[C@H](CO)[C@H]2C(=O)NC1CCC1,0.8
C[C@@H]1CN([C@H](C)CO)S(=O)(=O)c2ccc(C#CCN(C)C)cc2O[C@H]1CN(C)CC1CCCC1,-6.6
COCC#Cc1ccc([C@@H]2[C@H]3CN(C(=O)NC4CCCC4)CCCCN3[C@H]2CO)cc1,0.2
O=C(c1cnccn1)N1CC(=O)N2[C@H](CO)[C@@H](c3ccc(-c4cccc(F)c4)cc3)[C@@H]2C1,0.5
CN1C(=O)c2cc(NS(C)(=O)=O)ccc2OC[C@H]2O[C@@H](CC(=O)O)CC[C@H]21,-1.4
O=C(C[C@H]1CC[C@H]2[C@@H](COC[C@@H](O)CN2S(=O)(=O)c2cccc(Cl)c2)O1)NCc1ccc2c(c1)OCO2,-0.3
C[C@@H]1CCCCO[C@H](CN(C)Cc2ccc(C(=O)O)cc2)[C@H](C)CN([C@@H](C)CO)C(=O)c2cc(NC(=O)CCC(F)(F)F)ccc2O1,-0.2
CCCNC(=O)Nc1ccc2c(c1)OC[C@@H](C)N(C(=O)C1CC1)C[C@@H](C)[C@@H](OC)CN(C)C2=O,-0.9
C[C@@H]1CN([C@@H](C)CO)C(=O)c2cccc(NC(=O)c3nc4ccccc4s3)c2O[C@H]1CN(C)Cc1ccc(C(F)(F)F)cc1,-1.5
C[C@H]1CN([C@@H](C)CO)C(=O)c2cccc(NS(=O)(=O)c3cccs3)c2O[C@H]1CN(C)CC1CC1,0.5
C[C@@H]1CCCCO[C@H](CN(C)C(=O)c2ccncc2)[C@@H](C)CN([C@@H](C)CO)C(=O)c2cc(NC(=O)C3CCCCC3)ccc2O1,0.3
Cc1noc(C)c1NC(=O)N[C@@H]1CC[C@@H](CC(=O)N2CCN(C)CC2)O[C@@H]1CO,-0.8
Cc1ccc(S(=O)(=O)N(C)C[C@H]2OCCCC[C@@H](C)Oc3ccc(NC(=O)Nc4ccc(F)cc4)cc3C(=O)N([C@@H](C)CO)C[C@H]2C)cc1,-1.3
CCN1[C@@H]2c3ccc(C4=CCCCC4)c(=O)n3C[C@@H]2[C@@H](CO)[C@@H]1C(=O)NCc1ccccn1,-2.5

# Compounds shown so far containing a cyano group (3):
SMILES,TcdB GH inh
N#Cc1ccc(-c2ccc(C3[C@@H]4CN(C(=O)c5ccc6c(c5)OCO6)C[C@H]3N4)cc2)cc1 (some centres undefined),-2.4&0.3
COc1ccc(-c2ccc([C@@H]3[C@@H](C#N)N(C(=O)c4cccnc4)[C@H]3CO)cc2)cc1,0.8
COCC(=O)N(C)C[C@H]1Oc2cc(-c3ccc(C#N)cc3)ccc2S(=O)(=O)N([C@@H](C)CO)C[C@@H]1C,0.6

# (listing goes on)
SMILES,TcdB GH inh
C[C@@H]1CN([C@@H](C)CO)C(=O)c2cc(NC(=O)c3ccncc3)ccc2O[C@H]1CN(C)C(=O)Nc1ccc(C(F)(F)F)cc1,-0.3
CN1c2ccc(C#Cc3ccccc3F)cc2[C@H]2[C@H](CCN2C(=O)c2cnccn2)[C@H]1CO,-2.5
CO[C@H]1CN(C)C(=O)c2cc(NC(=O)c3ccc(F)cc3)ccc2OC[C@H](C)N(C(=O)c2ccc(F)cc2)C[C@H]1C,0.5
CCCN(C)C[C@@H]1Oc2ncc(-c3ccccc3F)cc2C(=O)N([C@H](C)CO)C[C@H]1C,-0.8
C[C@@H]1CN([C@@H](C)CO)C(=O)c2cccc(NC(=O)NC3CCCCC3)c2O[C@@H]1CN(C)S(C)(=O)=O,-0.1
CN1[C@@H]2c3ccc(-c4ccccc4)c(=O)n3C[C@H]1[C@H](CO)[C@H]2C(=O)NCC1CCCCC1,1.1
COc1ccc(S(=O)(=O)N(C)C[C@@H]2Oc3ccc(N(C)C)cc3CC(=O)N([C@@H](C)CO)C[C@@H]2C)cc1,-4.4
CCCC#Cc1ccc2c(c1)O[C@H](CN(C)C(=O)C1CC1)[C@H](C)CN([C@H](C)CO)S2(=O)=O,-2.1
CO[C@H]1CN(C)C(=O)c2cc(NC(=O)c3ccc(-c4ccccc4)cc3)ccc2OC[C@H](C)NC[C@H]1C,2.6
C[C@H](CO)N1C[C@H](C)[C@@H](CN(C)Cc2ccc(Cl)c(Cl)c2)Oc2ccc(NC(=O)C3CC3)cc2C1=O,1.9
C[C@H](CO)N1C[C@H](C)[C@@H](CN(C)Cc2ccc(C(=O)O)cc2)OCCCC[C@H](C)Oc2ccc(NC(=O)c3ccccc3)cc2C1=O,0.8
OC[C@@H]1[C@@H](c2ccccc2)C2(CN(Cc3cccnc3)C2)N1Cc1cccnc1,-5.5
N#Cc1cccc(-c2ccc3c(c2)[C@H]2[C@H](CCN2S(=O)(=O)c2ccccc2F)[C@H](CO)N3)c1,0.8
COC(=O)[C@H]1[C@H](CO)[C@H]2Cn3c(ccc(-c4cccc(OC)c4)c3=O)[C@@H]1N2CC1CC1,-1.7
O=C(Nc1ccc(F)cc1)N1CC(=O)N2[C@H](CO)[C@@H](c3ccc(C#Cc4cccnc4)cc3)[C@@H]2C1,0.0
CCC(=O)Nc1ccc2c(c1)OC[C@H](C)N(Cc1ccccc1OC)C[C@@H](C)[C@H](OC)CN(C)C2=O,-0.2
CC(C)CC#Cc1cnc2c(c1)C(=O)N([C@@H](C)CO)C[C@H](C)[C@@H](CN(C)C(=O)CCN1CCCCC1)O2,-0.4
C[C@@H]1CN([C@H](C)CO)C(=O)c2cc(NS(=O)(=O)c3ccc(Cl)cc3)ccc2O[C@@H]1CN(C)C(=O)Nc1ccccc1,-0.6
Cc1ccccc1S(=O)(=O)NCC[C@@H]1CC[C@@H](NC(=O)C2CC2)[C@H](CO)O1,0.0
CCCNC(=O)C[C@H]1CC[C@H]2[C@@H](COc3ccc(NC(=O)C4CCOCC4)cc3C(=O)N2C)O1,0.6
CO[C@H]1CN(C)C(=O)c2ccc(NC(C)=O)cc2OC[C@H](C)N(C(=O)c2ccncc2)C[C@@H]1C,-6.7
C[C@@H]1CN([C@H](C)CO)C(=O)c2cc(C3=CCCC3)cnc2O[C@H]1CN(C)S(C)(=O)=O,1.6
COC(=O)C[C@@H]1CC[C@@H]2[C@H](COc3ccc(NC(=O)Nc4ccccc4C)cc3C(=O)N2C)O1,2.3

# Random excerpt: three records from the list
SMILES,TcdB GH inh
COCC(=O)N(C)C[C@H]1Oc2cc(-c3ccc(C#N)cc3)ccc2S(=O)(=O)N([C@@H](C)CO)C[C@@H]1C,0.6
CC(C)NC(=O)Nc1cccc2c1O[C@H](CN(C)Cc1ccc(C(=O)Nc3ccccc3N)cc1)[C@H](C)CN([C@@H](C)CO)C2=O,0.0
CCCC#Cc1cnc2c(c1)C(=O)N([C@@H](C)CO)C[C@@H](C)[C@H](CN(C)Cc1ccccc1)O2,0.3

# Screening data as filed in PubChem BioAssay.
